Screens: PubChem BioAssay, several laboratories
PfM18AAP inh = PfM18AAP enzyme inhibition; inhibition, % at 7.35 µM; recombinant PfM18AAP, H-Glu-NHMec fluorogenic cleavage; actives 1.2% (n = 290,000);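 active = inhibition above the campaign mean inhibition over all tested compounds plus 3 SD, cut at about 28% in these data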;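 note: 0% = plate median of test compound wells and 100% = 2 mM ZnCl2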
IMP-1 inhibitor = blocks Pseudomonas aeruginosa IMP-1 metallo-beta-lactamase | actives 0.45% (n = 290,000) | AID 1556 | inhibition, % at 5.6 µM | purified IMP-1, nitrocefin hydrolysis, epi-absorbance fluorescence;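 active = inhibition above the mean plus 3 SD of all compounds in the same screening run, cut at about 4.5% in these data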;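 note: 0% = IMP-1 with DMSO and 100% = DMSO wells lacking enzyme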
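Assay system: purified recombinant IMP-1 beta-lactamase. Input: IMP-1 0.2 nM before substrate addition. Buffer or medium: Zinc- and detergent-supplemented HEPES buffer, pH 7.1. Schedule: 25 °C, 15 min preincubation, 25 min reaction. Signal: Epi-absorbance fluorescence, 480 nm excitation, 530 nm emission. Evaluation: percent inhibition from optical density relative to buffer-blank wells.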
PHOSPHO1 inh = blocks human PHOSPHO1 phosphatase activity. recombinant PHOSPHO1, absorbance phosphatase assay. inhibition, % at 13.3 µM. actives 1.1% (n = 290,000); in the data active = inhibition above about 60%
GPR7 antag = human neuropeptides B/W receptor 1 antagonism. P48145. GPR7-expressing cells, fluorescence antagonist assay. inhibition, % at 4.4 µM. actives 1.1% (n = 290,000). AID 1861; in the data active = inhibition above about 16%, passing the limit was not always enough;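 note: cells stimulated with the agonist NPW; 0% = agonist with vehicle and 100% = vehicle without agonist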
NALP1 inh = inhibitors of NALP1 inflammasome in yeast; S. cerevisiae NALP1/ASC/caspase-1 growth, X-gal OD620, 72 h; AID 2071; actives 0.61% (n = 280,000); inhibition, % at 10 µM; in the data active = inhibition mostly above about 24%, no sharp cut-off; inactive = mostly below about 32%; note: some compounds called inactive have numbers as strong as hits
IDE cell activ = IDE (human) activation, cell-based | P14735 | HEK cells, FAbeta-B cleavage, fluorescence polarization; 0% vehicle, 100% cell-free pure enzyme wells | activation, % at 5.96 µM | actives 0.073% (n = 340,000);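 active = activation above the mean of all tested compounds plus 3 SD, set per screening campaign, cut at about 17% in these data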
VIM-2 inh = inhibitors of Pseudomonas aeruginosa VIM-2 metallo-beta-lactamase; purified VIM-2, nitrocefin hydrolysis, epi-absorbance fluorescence; inhibition, % at 5.6 µM; actives 0.89% (n = 290,000); AID 1527;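 active = inhibition above the mean of all tested compounds plus 3 SD, cutoff set per screening run, cut at about 7.5% in these data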;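 note: red hydrolysis product quenches plate fluorescence so inhibitors raise well fluorescence; 0% = enzyme with DMSO and 100% = DMSO without enzyme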
p-CIP stab down = compounds decreasing mouse p/CIP protein stability; Q05BA5; F442A p/CIP-EGFP cells, EGFP fluorescence, 16 h; decrease of EGFP signal, % at 10 µM; actives 0.01% (n = 290,000);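 active = EGFP signal decrease of at least 30% at 10 µM or well 3 SD below plate mean, unless failing retest; inactive = the rest, including hits failing retest or dose response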; note: some compounds called inactive have numbers as strong as hits; many of its hits are not listed in these tables
IDE cell inh = inhibitors of human insulin-degrading enzyme in cells; inhibition, % at 5.59 µM; actives 0.41% (n = 320,000); HEK cells, FAbetaB cleavage, fluorescence polarization;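 active = percent inhibition above the average of all tested compounds plus 3 SD, set per screening campaign, cut at about 16% in these data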;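 note: IDE supplied by intact live HEK cells; FP after avidin binding of uncleaved biotin substrate so inhibition keeps polarization high; 0% = DMSO wells and 100% = 60 µM reference IDE inhibitor Ii1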
* marks the source's active call; other numbers are inactive results; · = no result given.

1	CCN(C(=O)c1cc2c(=O)n3ccccc3nc2s1)C1CCCCC1
2	CCn1c(-c2ccccc2Cl)nn(CC(=O)Nc2cc(Cl)ccc2Cl)c1=S
3	CC1CC(C)CN(C(=O)C2CCN(S(=O)(=O)N3CCC4(CC3)OCCO4)CC2)C1 (stereo unspecified)
4	COc1ccccc1NC(=O)COC(=O)c1oc2ccccc2c1C
5	CCOC(=O)c1c(NC(=O)CN2C(=O)NC3(CCCCCC3)C2=O)sc(C)c1-c1ccc(C)cc1
6	O=C(CN1CCN(c2ccccc2O)CC1)NC(=O)NCc1ccco1
7	Cc1c(O)ccc2cc(S(=O)(=O)c3ccccc3)c(=O)oc12
8	CCOc1[nH]n(-c2ccccc2)c(=O)c1C=Nc1ccc(C(=O)OC)cc1

Assay by compound	1	2	3	4	5	6	7	8
PfM18AAP inh	0	-3	-9	8	-11	15	-6	0
IMP-1 inhibitor	-3.5	0.0	-2.3	2.2	-2.3	-1.7	0.5	-2.7
PHOSPHO1 inh	32	38	-4	0	7	4	29	-32
GPR7 antag	-14	-9	-7	0	-4	-9	1	3
NALP1 inh	9	3	7	10	40	-7	28	25
IDE cell activ	4	6	2	-2	6	6	0	1
VIM-2 inh	2.9	-6.4	-3.0	3.1	-1.9	-2.3	3.1	-5.3
p-CIP stab down	-17	-4	-5	14	-5	0	-2	13
IDE cell inh	1	5	-1	0	2	-4	4	-1

9	O=C(COC(=O)c1ccccc1-c1nc2ccccc2s1)Nc1ccccc1C(F)(F)F
10	NC(=O)c1sc2nc(N3CCOCC3)c3c(c2c1N)CCCC3
11	O=c1[nH]c2cccnc2n1Cc1ccco1
12	Cc1cccc(CN2CCN(CC(C)C)C(CCO)C2)n1 (stereo unspecified)
13	CCOc1ccccc1C(C(=O)NC1CCCC1)N(Cc1ccco1)C(=O)CNC(=O)c1ccco1 (stereo unspecified)
14	NC(=S)n1[nH]c(-c2ccccc2)c(N=Nc2ccccc2C(=O)N2CCOCC2)c1=O
15	CC1=C(CC(=O)c2ccccc2)C(=O)c2ccccc2C1=O
16	CCCC[n+]1ccn(C2=C([O-])c3ccccc3C(=O)/C2=N\S(=O)(=O)c2ccc(Br)cc2)c1

Assay by compound	9	10	11	12	13	14	15	16
PfM18AAP inh	-3	-34	0	7	4	13	3	-1
IMP-1 inhibitor	-4.3	-0.8	-3.1	-3.3	-2.7	-14	-1.9	-3.4
PHOSPHO1 inh	1	47	27	25	10	13	24	-1
GPR7 antag	-7	1	-16	3	-14	-9	-8	-9
NALP1 inh	16	3	·	·	0	28	2	16
IDE cell activ	2	-10	1	5	4	7	1	3
VIM-2 inh	-0.6	2.2	-3.0	-1.9	-0.8	-2.5	-3.7	1.1
p-CIP stab down	-2	0	9	-6	-5	9	-20	-12
IDE cell inh	0	0	-11	4	4	6	-2	-4

17	COc1ccc(CNc2nc3c(c(=O)n(Cc4ccc(Cl)cc4)c(=O)n3C)n2C)cc1
18	OCC[C@@H]1C[C@@H](O)[C@H](O)[C@]2(Cc3ccccc3CO2)O1
19	COC(=O)NCC(c1cccnc1)N1CCOCC1 (stereo unspecified)
20	CCc1ccc(/C=N/NC(=O)c2cc(C3CC3)nc3ccc(Br)cc23)s1
21	CCOCCCNC(=O)C(NC(=O)c1ccc(=O)[nH]c1)c1ccc(C)cc1 (stereo unspecified)
22	O=C(N/N=C\c1ccc(Cl)cc1)C1=NOC2COC3(CCN(c4ccc([N+](=O)[O-])cc4)CC3)OCC12 (stereo unspecified)
23	O=C1CCN(S(=O)(=O)c2ccccc2)CCN1CCOCc1ccccc1
24	O=C(NNS(=O)(=O)c1ccc(F)cc1)C1CCN(S(=O)(=O)c2ccccc2)CC1

Assay by compound	17	18	19	20	21	22	23	24
PfM18AAP inh	-1	-10	0	-9	1	6	·	-5
IMP-1 inhibitor	-0.3	0.3	-2.1	-2.3	-3.6	-2.5	·	-2.3
PHOSPHO1 inh	-2	-6	0	21	-12	38	36	45
GPR7 antag	-4	12	-11	-1	-9	9	·	-12
NALP1 inh	-8	19	26	-6	-4	·	-3	9
IDE cell activ	4	4	-4	-6	4	0	-1	7
VIM-2 inh	-2.3	1.5	-4.2	-3.7	1.0	-3.0	·	-1.8
p-CIP stab down	-10	0	-6	-10	-1	-24	-8	50
IDE cell inh	-2	0	-1	3	-3	2	6	-1

25	N#CC(C(=O)NC1CC1)c1nc2ccccc2nc1N1CCCC1 (stereo unspecified)
26	CCOCCCNC(=O)c1ccccc1NC(=O)C1=C(C)OCCS1
27	CCN1CCN(CC(O)COC(C)C)CC1 (stereo unspecified)
28	COc1ccc(C2N(c3ccccc3)CCN2c2ccccc2)cc1O
29	Cc1nn(CC(=O)N2CCC(C)CC2)c(=O)c2cccn12
30	COc1ccc(C2C(C#N)=C(N)N(c3ccccc3)C3=C2C(=O)CCC3)cc1Cn1cc([N+](=O)[O-])cn1 (stereo unspecified)
31	O=[N+]([O-])c1cc(S(=O)(=O)N2CCCC2)ccc1OCc1ccccc1
32	C=CCN1C(=O)CSc2ccc(C(=O)NCc3ccco3)cc21

Assay by compound	25	26	27	28	29	30	31	32
PfM18AAP inh	-1	-10	-11	13	7	12	-10	2
IMP-1 inhibitor	-4.1	-0.8	-1.8	-2.8	-3.6	-3.7	-1.9	-4.0
PHOSPHO1 inh	9	26	-14	18	11	2	28	24
GPR7 antag	4	-14	-7	1	-23	-22	14	-1
NALP1 inh	11	31	-6	0	8	-2	15	16
IDE cell activ	-2	3	5	0	4	4	1	-1
VIM-2 inh	0.4	-1.6	-0.8	-2.2	-2.3	-5.3	-3.4	-2.0
p-CIP stab down	-6	-8	-14	-7	-11	-5	-9	-8
IDE cell inh	10	3	-2	-5	4	1	3	-4

33	O=c1oc2ccccc2nc1/C=C(\O)c1ccc(Br)cc1
34	O=C1N(c2ccccc2)C[C@@H]2C[C@@H](c3cc4ccccc4o3)N3CCC[C@@]123
35	COc1ccc(Nc2nc(N3CCOCC3)nc(N3CCOCC3)n2)c(OC)c1
36	COc1cccc(/C=N/Nc2cc(C)nc(-c3ccccc3O)n2)c1O
37	O=C(c1[nH]ncc1[N+](=O)[O-])N1CCOCC1
38	Nc1cc(S(=O)(=O)Nc2cc(Cl)ccc2Cl)ccc1N1CCOCC1
39	O=C(CN1CCN(Cc2ccccc2Cl)C1=O)NCc1cccnc1
40	O=C(CCCCCn1c(=O)[nH]c2ccsc2c1=O)NCc1ccc(F)cc1

Assay by compound	33	34	35	36	37	38	39	40
PfM18AAP inh	24	-3	0	53*	21	7	-1	-5
IMP-1 inhibitor	-0.4	-0.9	-2.2	1.6	-1.2	-3.1	-2.8	-3.3
PHOSPHO1 inh	-30	37	14	32	29	-82	3	-6
GPR7 antag	11	25*	-25	-7	-10	-11	3	-3
NALP1 inh	·	-3	5	11	6	13	·	14
IDE cell activ	3	3	4	0	0	7	-4	-1
VIM-2 inh	1.3	-0.3	-2.2	-0.9	-0.7	-0.6	-2.3	-3.2
p-CIP stab down	-11	-21	-20	1	5	-14	5	-11
IDE cell inh	-5	·	7	8	1	-2	1	-1

41	CCCNC(=O)c1nc(C)c(C)nc1C(=O)Nc1cccc(Cl)c1
42	CCc1cccc(NS(=O)(=O)c2csc(C(N)=O)c2)c1
43	COc1ccc(C(=O)/C=C(\C)NCc2ccc3c(c2)OCO3)cc1
44	COc1ccccc1N1CCN(C(=O)CCCCn2c(=O)[nH]c3ccsc3c2=O)CC1
45	OCC1(Cc2ccc(F)cc2)CCCN(CCc2ccccc2)C1 (stereo unspecified)
46	CCNC(=O)c1ccccc1SCC(=O)Nc1ccc(F)cc1
47	Cc1ccsc1/C=C/C(=O)O
48	C=CCn1c(=N)n(CC(=O)c2ccc(Br)cc2)c2ccccc21

Assay by compound	41	42	43	44	45	46	47	48
PfM18AAP inh	3	2	23	·	-10	1	2	3
IMP-1 inhibitor	-2.5	-1.8	1.6	·	-0.1	-4.4	-3.6	-1.4
PHOSPHO1 inh	-9	33	50	-2	-11	4	28	19
GPR7 antag	-17	-5	7	·	-5	-5	-7	-3
NALP1 inh	17	6	8	-7	18	13	-18	15
IDE cell activ	4	0	5	-14	0	2	2	-2
VIM-2 inh	-5.9	-3.5	0.7	·	-1.3	-2.6	-1.5	-2.4
p-CIP stab down	-6	-6	-7	-10	1	17	-1	8
IDE cell inh	-3	-5	5	2	-4	9	5	0

49	CCC(=O)Nc1ccccc1C(=O)OCC(=O)c1cccc2ccccc12
50	COc1ccc(NS(=O)(=O)c2ccc(C)cc2)c([N+](=O)[O-])c1
51	C=CCn1c(Sc2nc(C)cs2)nc2c1c(=O)[nH]c(=O)n2C
52	COc1ccc(N(CC(=O)Nc2ccc(C)cn2)S(=O)(=O)c2c(C)nn(C)c2C)cc1
53	COc1cccc(NC(=O)NC2CCN(Cc3nnnn3Cc3ccc4c(c3)OCO4)CC2)c1
54	COc1ccc(CC(=O)Nc2nc3ccccc3s2)cc1S(=O)(=O)N1CCOCC1
55	CCOC(=O)c1[nH]c(C)c(C(=O)Nc2ccc(F)cc2)c1C

Assay by compound	49	50	51	52	53	54	55
PfM18AAP inh	1	1	-10	-1	-6	7	-8
IMP-1 inhibitor	-2.7	-3.1	-1.0	-4.9	-0.2	-6.0	4.5
PHOSPHO1 inh	-6	-8	7	9	25	-10	-23
GPR7 antag	-6	-20	1	-15	-2	9	3
NALP1 inh	13	0	9	-5	·	13	14
IDE cell activ	1	3	-12	4	1	-10	7
VIM-2 inh	-1.3	-3.9	2.4	-2.7	2.6	-0.3	0.0
p-CIP stab down	-8	-12	2	-5	0	2	4
IDE cell inh	-1	-1	-10	2	8	4	4

Ordered by SMILES length (highest first): 3 of the compounds above.
53	COc1cccc(NC(=O)NC2CCN(Cc3nnnn3Cc3ccc4c(c3)OCO4)CC2)c1
54	COc1ccc(CC(=O)Nc2nc3ccccc3s2)cc1S(=O)(=O)N1CCOCC1
55	CCOC(=O)c1[nH]c(C)c(C(=O)Nc2ccc(F)cc2)c1C

Assay by compound	53	54	55
PfM18AAP inh	-6	7	-8
IMP-1 inhibitor	-0.2	-6.0	4.5
PHOSPHO1 inh	25	-10	-23
GPR7 antag	-2	9	3
NALP1 inh	·	13	14
IDE cell activ	1	-10	7
VIM-2 inh	2.6	-0.3	0.0
p-CIP stab down	0	2	4
IDE cell inh	8	4	4
